KCNK3 block – human KCNK3 channel inhibitors, primary screen, CHO cells, FluxOR thallium flux, B-score | Potassium channel subfamily K member 3 (Homo sapiens), O14649 | AID 602410, 2012 | actives 0.84% (n = 340,000) | FluxOR fluorescence; active compounds read low | B-score at 10 µM;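 active = B-score under library mean minus 4 SD, starting fluorescence ratio at most library mean plus 5 SD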;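 note: more negative B-score means stronger inhibition of thallium flux through KCNK3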
TRPC4 potent – positive allosteric modulators of TRPC4, primary screen, cell-based, mouse TRPC4beta, HEK293 mu-opioid, Fluo-4 calcium. actives 0.42% (n = 310,000). B-score at 10 µM. Short transient receptor potential channel 4 (Mus musculus), Q9QUQ5. DAMGO EC20, Fluo-4 Ca2+ flux; active compounds read high;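 active = B-score of calcium response area above 5 SD of library B-scores, with initial fluorescence ratio within 5 SD of library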;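 note: B-score of integrated fluorescence ratio over time as area under calcium response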
KCNQ1 pot – potentiators or activators of KCNQ1 channel, primary screen, cell-based, thallium flux, high-throughput | Potassium voltage-gated channel subfamily KQT member 1 (Homo sapiens), P51787 | actives 0.35% (n = 310,000) | B-score at 10 µM | CHO-K1 KCNQ1, thallium flux FluxOR fluorescence; active compounds read high;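 active = fluorescence ratio B-score, a plate-corrected score, at least three library SD, with initial intensity B-score within 5 SD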
Target sequence (P51787 whole entry, looked up): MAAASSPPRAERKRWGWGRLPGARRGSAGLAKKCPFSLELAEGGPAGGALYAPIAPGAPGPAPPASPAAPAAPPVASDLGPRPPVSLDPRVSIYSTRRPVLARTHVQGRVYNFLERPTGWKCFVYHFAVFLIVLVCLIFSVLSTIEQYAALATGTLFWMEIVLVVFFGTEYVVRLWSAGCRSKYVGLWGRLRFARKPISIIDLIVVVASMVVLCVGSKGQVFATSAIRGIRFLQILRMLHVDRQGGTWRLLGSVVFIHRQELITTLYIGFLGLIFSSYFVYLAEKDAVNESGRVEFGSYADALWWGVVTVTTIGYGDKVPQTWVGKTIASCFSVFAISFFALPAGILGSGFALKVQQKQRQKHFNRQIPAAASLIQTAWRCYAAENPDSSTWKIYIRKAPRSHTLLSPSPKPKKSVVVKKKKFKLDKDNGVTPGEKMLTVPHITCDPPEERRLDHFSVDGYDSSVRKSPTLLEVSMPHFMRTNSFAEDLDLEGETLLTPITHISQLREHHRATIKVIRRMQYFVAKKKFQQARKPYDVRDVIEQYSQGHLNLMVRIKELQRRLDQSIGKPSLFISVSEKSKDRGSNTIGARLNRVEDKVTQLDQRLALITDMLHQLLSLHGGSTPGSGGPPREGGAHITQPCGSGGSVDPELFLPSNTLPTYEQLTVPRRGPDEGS
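Test system: CHO-K1 cells stably expressing KCNQ1 / Medium: assay buffer / Also added: depolarizing K+/Tl+ stimulus, K2SO4 and Tl2SO4 each 12.5 mM in 5x stock / Incubation: 90 min dye loading and 20 min compound exposure, both at room temperature / Signal: thallium influx via FluxOR fluorescence, kinetic imaging / Evaluation: B score of baseline-normalized fluorescence ratio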
DYRK1A inh – rat Dyrk1A kinase inhibitors, primary screen, biochemical, single point, plate reader. Dual specificity tyrosine-phosphorylation-regulated kinase 1A (Rattus norvegicus), Q63470. ADP-Glo luminescence, NFATc1 peptide. inhibition, % at 12.5 µM. actives 0.43% (n = 310,000). AID 504441, 2011; in the data active = inhibition above about 50%;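 note: plate controls were vehicle with enzyme for no effect and no enzyme for full effect; many of its hits are not listed in these tables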
ANO1 block – TMEM16A chloride channel inhibitors, primary screen, cell-based, HTS. normalized B-score (activity score, 25-100; higher = stronger inhibition) at 10 µM. HEK293 TMEM16A/YFP iodide influx fluorescence, ionomycin. actives 1.2% (n = 310,000). Anoctamin-1 (Mus musculus), Q8BHY3;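 active = ratio plate-corrected score three or more library SD toward inhibition, starting fluorescence score within five deviations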;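 note: score derived from kinetic fluorescence span divided by baseline fluorescence per well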
hERG protect – hERG rescue from dofetilide block, primary screen, cell-based, CHO-hERG, FluxOR thallium flux, dofetilide IC70; Voltage-gated inwardly rectifying potassium channel KCNH2 (Homo sapiens), Q12809; dofetilide IC70 present; activation (rescue from dofetilide block), less the hit threshold, % at 10 µM; actives 0.51% (n = 310,000); AID 1511, 2009;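 active = activation above the mean of controls blocked by dofetilide plus 5 SD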;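 note: thallium influx through hERG after potassium depolarization seen as dye fluorescence rise; in these data hits start at about 4.7%; inactives centre near -7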
KCNQ1 block – inhibitors of human KCNQ1 channel, primary screen, cell-based, thallium flux, high-throughput. CHO-K1 KCNQ1, FluxOR thallium flux fluorescence; active compounds read high. B-score at 10 µM. actives 1.3% (n = 310,000). AID 2642, 2010;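 active = compounds whose thallium flux B-score, printed positive for inhibition, exceeds three library SD while starting fluorescence stays within three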;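 note: channel opened by potassium depolarization with thallium stimulus after 20 min compound exposure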
KCNK9 block – KCNK9 potassium channel inhibitors, primary screen, HEK293 cells, thallium flux; FluxOR thallium flux fluorescence; active compounds read low; B-score at 10 µM; actives 1.2% (n = 310,000); AID 488922, 2010;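 active = ratio B-score over 3 SD below the library mean, with starting fluorescence within 5 SD of its mean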;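 note: negative B-score means less thallium flux so channel inhibition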
TRPC4 act – activators of mouse TRPC4 channel, primary screen, Fluo4 calcium, HEK293 TRPC4beta/mu-opioid cells; B-score at 10 µM; AID 2237, 2010; actives 0.49% (n = 310,000); Fluo4 calcium fluorescence; active compounds read high;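 active = B-score above 5 SD of library B-scores, and initial fluorescence ratio not above library mean plus 5 SD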;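 note: positive B-score marks a calcium rise read as TRPC4 activation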
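Assay system: HEK293 stable line with TRPC4beta plus mu-opioid receptor; schedule: 45 min room-temperature Fluo4 loading, 110 s read; technique: kinetic Fluo4 calcium fluorescence; evaluation: integrated baseline-normalised fluorescence ratio, converted to per-well B score; controls: buffer (low) and maximal DAMGO (high)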
HDAC3 inh – HDAC3 deacetylase inhibitors, primary screen, biochemical, fluorescence, cell-free homogeneous; recombinant HDAC3, fluorogenic peptide/trypsin coupled; actives 0.15% (n = 320,000); inhibition, % at 8.3 µM; AID 2718, 2010; Histone deacetylase 3 (Homo sapiens), O15379; in the data active = inhibition above about 26%, passing the limit was not always enough; inconclusive = no clear call, values can overlap the other calls
Target sequence (O15379 whole entry, looked up): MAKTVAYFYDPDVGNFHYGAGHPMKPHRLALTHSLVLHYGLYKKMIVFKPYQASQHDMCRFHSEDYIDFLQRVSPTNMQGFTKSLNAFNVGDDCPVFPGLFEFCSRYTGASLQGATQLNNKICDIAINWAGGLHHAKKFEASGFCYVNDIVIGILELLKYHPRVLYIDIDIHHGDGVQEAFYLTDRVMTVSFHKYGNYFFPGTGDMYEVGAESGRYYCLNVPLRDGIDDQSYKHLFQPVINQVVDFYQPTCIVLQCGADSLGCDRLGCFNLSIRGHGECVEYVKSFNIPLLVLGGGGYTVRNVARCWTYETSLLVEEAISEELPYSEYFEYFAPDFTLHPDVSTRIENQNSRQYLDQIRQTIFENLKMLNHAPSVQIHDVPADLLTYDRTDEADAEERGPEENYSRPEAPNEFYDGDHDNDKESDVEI
ANO1 activ – TMEM16A chloride channel activators or potentiators, primary screen, cell-based, HTS; HEK293 TMEM16A/YFP-H148Q/I152L, iodide quench fluorescence; active compounds read low; Anoctamin-1 (Mus musculus), Q8BHY3; B-score at 10 µM; actives 0.3% (n = 340,000);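 active = fluorescence-ratio B-score plate-corrected deviation score at least 3 library SD below zero, with starting fluorescence score within 5 deviations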;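 note: channel opened by trigger with iodide after compound preincubation; score built on the fluorescence ratio of max minus min over baseline; more negative score means more quench and so TMEM16A activation or potentiation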
Numbers without * were called inactive; i = inactive; u = inconclusive; x = not tested or not shown. This is a subset; rates above refer to the full screens.

SMILES	KCNK3 block	TRPC4 potent	KCNQ1 pot	DYRK1A inh	ANO1 block	hERG protect	KCNQ1 block	KCNK9 block	TRPC4 act	HDAC3 inh	ANO1 activ
COc1ccccc1OC(C)C(=O)N(Cc1ccco1)C1CCS(=O)(=O)C1 (stereo not given)	i	i	i	-2	i	-9	i	i	i	x	i
Cc1ccc(/C=N/n2nnnc2N)cc1	i	i	i	1	i	-6	i	i	i	0	i
Cc1cc(F)ccc1S(=O)(=O)N1CCCOC1CNC(=O)C(=O)NCc1cccnc1 (stereo not given)	i	i	i	-2	i	-7	i	i	i	-3	i
COc1ccc(/C=N/N2CCN(C3c4ccccc4-c4ccccc43)CC2)cc1O	i	i	i	-2	i	-2	i	i	i	7	i
Cc1cc(=O)[nH]c(SCc2cc(Cl)ccc2OC(F)F)n1	i	i	i	-1	i	-7	i	i	i	2	i
CCC(C)NCCOCCOc1ccc(Br)cc1C (stereo not given)	i	i	i	-3	i	-8	i	i	i	2	i
O=C(CCN1CCOCC1)c1ccccc1	i	i	i	-3	i	-15	i	i	i	-2	i
O=C(CSc1cccc(C(F)(F)F)c1)NC(=O)NCc1ccco1	i	i	i	11	i	-5	i	i	i	16	i
O=C(Nc1ccc(NC(=O)c2ccccc2Cl)nc1)c1ccncc1	i	i	i	6	i	-10	i	i	i	1	i
CCN(c1ccccc1)S(=O)(=O)c1ccc(C(=O)Nc2ccncc2)cc1	i	i	i	5	i	-7	i	i	i	-13	i
COCCOc1nc2ccccc2nc1C	i	i	i	-8	i	0	i	i	i	1	i
O=C(O)c1ccc(CNC(=O)c2ccc(Br)o2)cc1	i	i	i	5	i	-9	i	i	i	0	i
CCN(CC)S(=O)(=O)c1ccc(N2CCCC2)c(NC(=O)CC(C)(C)C)c1	i	i	i	18	i	-10	i	i	i	x	i
Cc1cccc[n+]1CC(=O)N1c2ccccc2Sc2ccccc21	i	i	i	-4	i	-8	i	i	i	2	i
COC(=O)c1cc(S(=O)(=O)NCC2CCN(CCc3ccc(OC)cc3)CC2)c[nH]1	i	i	i	-2	i	-6	i	i	i	11	i

Arranged by molecular weight (ascending): some entries from above
SMILES	KCNK3 block	TRPC4 potent	KCNQ1 pot	DYRK1A inh	ANO1 block	hERG protect	KCNQ1 block	KCNK9 block	TRPC4 act	HDAC3 inh	ANO1 activ
Cc1ccc(/C=N/n2nnnc2N)cc1	i	i	i	1	i	-6	i	i	i	0	i
COCCOc1nc2ccccc2nc1C	i	i	i	-8	i	0	i	i	i	1	i
CCC(C)NCCOCCOc1ccc(Br)cc1C (stereo not given)	i	i	i	-3	i	-8	i	i	i	2	i
Cc1cc(=O)[nH]c(SCc2cc(Cl)ccc2OC(F)F)n1	i	i	i	-1	i	-7	i	i	i	2	i
O=C(CSc1cccc(C(F)(F)F)c1)NC(=O)NCc1ccco1	i	i	i	11	i	-5	i	i	i	16	i
CCN(c1ccccc1)S(=O)(=O)c1ccc(C(=O)Nc2ccncc2)cc1	i	i	i	5	i	-7	i	i	i	-13	i
COc1ccccc1OC(C)C(=O)N(Cc1ccco1)C1CCS(=O)(=O)C1 (stereo not given)	i	i	i	-2	i	-9	i	i	i	x	i
CCN(CC)S(=O)(=O)c1ccc(N2CCCC2)c(NC(=O)CC(C)(C)C)c1	i	i	i	18	i	-10	i	i	i	x	i
COc1ccc(/C=N/N2CCN(C3c4ccccc4-c4ccccc43)CC2)cc1O	i	i	i	-2	i	-2	i	i	i	7	i
COC(=O)c1cc(S(=O)(=O)NCC2CCN(CCc3ccc(OC)cc3)CC2)c[nH]1	i	i	i	-2	i	-6	i	i	i	11	i

Later entries:
SMILES	KCNK3 block	TRPC4 potent	KCNQ1 pot	DYRK1A inh	ANO1 block	hERG protect	KCNQ1 block	KCNK9 block	TRPC4 act	HDAC3 inh	ANO1 activ
COc1ccc(C(=O)Cn2c(Br)nc3c2c(=O)n(C)c(=O)n3C)cc1	i	i	i	7	i	-8	i	i	i	-6	i
CCOc1ccccc1C(=O)Nc1ccsc1C(=O)OC	i	i	i	4	i	-9	i	i	i	-1	i
CC(=O)N/C(=C\c1ccccc1)C(=O)OCc1ccc(C)cc1	i	i	i	-9	i	-8	i	i	i	2	i
c1coc(CNc2nc3ccccc3s2)c1	i	i	i	x	i	-6	i	i	i	-1	i
CC(C)NC(=S)N1CCCN(c2ncccc2[N+](=O)[O-])CC1	i	i	i	0	i	-7	i	i	i	7	i
CC(C)(O)C#Cc1ccc(C(=O)N2CCN(c3ccc([N+](=O)[O-])cc3)CC2)cc1	i	i	i	-1	i	-13	i	i	i	2	i
S=C(NCC1(c2ccccc2)CCCC1)Nc1ccccc1	i	i	i	-4	i	-12	i	i	i	-1	i
N#Cc1ccc(OCc2nnc3n2CCCCC3)cc1	i	i	i	2	i	-4	i	i	i	3	i
CCOc1ccc2nc(Cl)c(CN(C(=O)c3cnccn3)C3CCCC3)cc2c1	i	i	i	3	i	-11	i	i	i	7	i
COc1ccc2sc(NC(C)=O)nc2c1	i	i	i	29	i	-10	i	i	i	1	i
C=CCn1c(C)cc(C(=O)CSc2nnc(NC(C)C)s2)c1C	i	i	i	-13	i	-4	i	i	i	3	i
O=C(N/N=C/c1ccc(OC(=O)c2cccs2)cc1)c1ccccn1	i	i	i	x	i	-11	i	i	i	6	i
COC(=O)CCCNC(=O)c1ccc(OC2CCN(CCc3ccccc3)CC2)cc1	i	i	i	-40	i	-2	i	i	79*	11	i
COc1ccc(CC(=O)Nc2c3c(nn2-c2cccc(C)c2C)CS(=O)C3)cc1 (stereo not given)	i	i	i	-9	i	-13	i	i	i	u	i
Cc1cc(C)cc(-n2c(C)cc(C=C(C#N)C#N)c2C)c1	i	i	i	2	i	-16	i	i	i	-2	i
Cc1onc(-c2ccccc2Cl)c1C(=O)N1CCN(c2nc3ccccc3s2)CC1	i	i	i	-6	i	-5	i	i	i	5	i
Cc1ccc(NC(=O)N2CCCCCC2)c(C)c1	i	i	i	-3	i	-8	i	i	i	-10	i
CCOC(=O)N1CCN(Cc2cc(=O)oc3ccc(Cl)cc23)CC1	i	i	i	-1	i	-1	i	i	i	-3	i
O=C1OCC(Cn2c3ccccc3c3ccccc32)O1 (stereo not given)	i	i	i	6	i	-6	i	i	i	0	i
CN(/C(=N/S(=O)(=O)c1cccs1)c1ccccc1)c1ccccc1	i	i	i	-2	i	-7	i	i	i	3	i
CCC(Oc1ccccc1F)C(=O)Nc1ccc2c(c1)n(C)c(=O)n2C (stereo not given)	i	i	i	3	i	-4	i	i	i	-2	i
COc1cc2c(cc1OC)C(C(=O)Nc1ccc3c(c1)OCCO3)C(c1cccnc1)N(C)C2=O (stereo not given)	i	i	i	3	i	-14	i	i	i	20	i
O=C(Nc1ccc(Cl)cn1)C1C(c2ccccc2)C1(Cl)Cl (stereo not given)	i	i	i	23	i	-4	i	i	i	15	i
CN(C1CCCCC1)S(=O)(=O)c1cccc(C(=O)OCC(=O)NC2CCCc3ccccc32)c1 (stereo not given)	i	i	i	-2	i	-4	i	-9.5*	i	x	i
COc1cc2c(=O)n(CCCN3CCOCC3)c(=S)[nH]c2c(OC)c1OC	i	i	i	-6	i	-10	i	i	i	7	i
COc1cc(/C=N/NC(=O)CSc2ccccn2)ccc1OC(C)C	i	i	i	7	i	-4	i	i	i	x	i
COc1ccc(NC(=O)CN(C)C(=O)/C=C/c2ccc(S(=O)(=O)N3CCCCCC3)cc2)cc1	i	i	i	-2	i	-6	i	i	i	-1	i
C=CCNC(=O)C12CC3(C)CC(C)(CC(C)(C3)C1)C2	i	i	i	-1	i	-10	i	i	i	-4	i
Cc1cc(C)n(-c2ccc(C(=O)Oc3ccc4c(c3)OCO4)cc2)n1	i	i	i	-2	i	4	i	i	i	3	i
Cc1ccc(S(=O)(=O)NC(=NC2CCCCC2)c2ccccc2)cc1	i	i	i	-4	i	-6	i	i	i	3	i
Oc1ccc(Cl)cc1C1=NNC(c2ccc(Cl)cc2)C1 (stereo not given)	i	i	i	-2	i	0	i	i	i	-5	i
O=C(NCCOc1ccc(Cl)cc1)C1CCCCC1	i	i	i	-1	i	-1	i	i	i	4	i
COc1ccccc1CNC(=O)CCCC(=O)n1nc(C)c2ccccc21	i	i	i	1	i	-6	i	i	i	7	i
CCN(CC)C(=O)C1c2ccccc2Oc2ccccc21	i	i	i	-4	i	-23	16*	i	i	-7	i
Cc1nn(-c2ccccc2)c(Oc2ccc(F)cc2)c1/C=N/n1cnnc1	i	x	x	9	i	x	x	x	x	-1	i
O=c1[nH][nH]c(C(F)(F)F)c1C=NCc1ccc(Cl)cc1	i	i	i	3	i	2	i	i	i	-2	i
CCOC(=O)C(C(=O)NCCCN1CCOCC1)C1CCCCC1 (stereo not given)	i	i	i	-2	i	-8	i	i	i	-5	i
CCOC(=O)c1cnc(N2CCN(C(=O)OCC)CC2)[nH]c1=O	i	i	i	3	i	-7	i	i	i	2	i
O=C(NCCCN1CCCC1)c1ccc2c(c1)N(Cc1ccc(F)cc1)C(=O)c1ccccc1S2=O (stereo not given)	i	i	i	-7	i	-8	i	i	i	2	i
O=C1NC(=O)/C(=C/c2ccc(-c3cc(C(=O)O)ccc3Cl)o2)S1	i	i	i	61*	i	-8	i	i	i	0	i
CCOn1c(=O)c[n+]([O-])c2ccccc21	i	i	i	x	i	-14	i	i	i	0	i

Compound activity (PubChem)
